KCNQ1 block: inhibitors of human KCNQ1 channel, primary screen, cell-based, thallium flux, high-throughput; Potassium voltage-gated channel subfamily KQT member 1 (Homo sapiens), P51787; CHO-K1 KCNQ1, FluxOR thallium flux fluorescence; hits give high values; B-score at 10 µM; 310,000 tested, 1.3% active; AID 2642, 2010;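 active means compounds whose thallium flux B-score, printed positive for inhibition, exceeds three library SD while starting fluorescence stays within three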;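 further: channel opened by potassium depolarization with thallium stimulus after 20 min compound exposure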
DYRK1A inh: rat Dyrk1A kinase inhibitors, primary screen, biochemical, single point, plate reader. inhibition, % at 12.5 µM. ADP-Glo luminescence, NFATc1 peptide. 310,000 tested, 0.43% active. AID 504441, 2011; in the data active means inhibition above about 50%;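 further: plate controls were vehicle with enzyme for no effect and no enzyme for full effect; many of its hits are not listed in these tables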
RGS4 act: RGS4 potentiators or activators, primary screen, cell-based, HEK293 M3R inducible RGS4, calcium flux. carbachol calcium flux Fluo4; hits give low values. 310,000 tested, 0.92% active. B-score at 10 µM;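 active means B-score of the integrated calcium signal more than 4 SD below the library mean, with starting fluorescence not abnormally high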;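 further: negative B-score means reduced calcium response which marks RGS4 activation or potentiation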
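Material: M3R-expressing HEK293 line, RGS4 induced by doxycycline | Schedule: Overnight RGS4 induction, 30 min dye load 37 °C, 20 min compound RT | Measured by: Fluo4 fluorescence kinetic imaging of calcium | Read-out: Integrated calcium ratio converted to B score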
hERG protect: hERG rescue from dofetilide block, primary screen, cell-based, CHO-hERG, FluxOR thallium flux, dofetilide IC70 | Voltage-gated inwardly rectifying potassium channel KCNH2 (Homo sapiens), Q12809 | dofetilide IC70 present | activation (rescue from dofetilide block), less the hit threshold, % at 10 µM | 310,000 tested, 0.51% active;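 active means activation above the mean of controls blocked by dofetilide plus 5 SD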;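 further: thallium influx through hERG after potassium depolarization seen as dye fluorescence rise; in these data hits start at about 4.7%; inactives centre near -7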
KCNK3 inh: human KCNK3 channel inhibitors, primary screen, CHO cells, FluxOR thallium flux, B-score. B-score at 10 µM. Potassium channel subfamily K member 3 (Homo sapiens), O14649. FluxOR fluorescence; hits give low values. 340,000 tested, 0.84% active;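 active means B-score under library mean minus 4 SD, starting fluorescence ratio at most library mean plus 5 SD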;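 further: more negative B-score means stronger inhibition of thallium flux through KCNK3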
Target sequence (O14649 whole entry, looked up): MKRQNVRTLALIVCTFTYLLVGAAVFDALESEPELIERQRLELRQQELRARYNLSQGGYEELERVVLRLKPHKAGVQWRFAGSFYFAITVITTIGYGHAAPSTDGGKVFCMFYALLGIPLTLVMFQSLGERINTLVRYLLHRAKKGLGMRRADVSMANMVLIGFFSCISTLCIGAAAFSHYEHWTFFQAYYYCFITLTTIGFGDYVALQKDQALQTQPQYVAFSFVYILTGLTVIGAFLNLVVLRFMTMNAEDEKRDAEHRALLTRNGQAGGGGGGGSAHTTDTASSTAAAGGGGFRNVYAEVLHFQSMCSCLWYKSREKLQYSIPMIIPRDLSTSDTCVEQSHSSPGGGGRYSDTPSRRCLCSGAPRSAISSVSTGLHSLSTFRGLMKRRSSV
GSK3A inh: blockers of GSK3A enzyme activity – biochemical, luminescence, cell-free homogeneous, HTS, primary screen; GSK-3 alpha kinase, ADP-Glo luminescence, 60 min; inhibition, % at 10 µM; 320,000 tested, 0.1% active; AID 2650, 2010;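 in the data active means inhibition above about 50%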;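 further: GST-tagged GSK-3 alpha with peptide substrate and 25 µM ATP; 0% = DMSO neutral wells and 100% = GW8510 positive control wells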
Target sequence (P49840 whole entry, looked up): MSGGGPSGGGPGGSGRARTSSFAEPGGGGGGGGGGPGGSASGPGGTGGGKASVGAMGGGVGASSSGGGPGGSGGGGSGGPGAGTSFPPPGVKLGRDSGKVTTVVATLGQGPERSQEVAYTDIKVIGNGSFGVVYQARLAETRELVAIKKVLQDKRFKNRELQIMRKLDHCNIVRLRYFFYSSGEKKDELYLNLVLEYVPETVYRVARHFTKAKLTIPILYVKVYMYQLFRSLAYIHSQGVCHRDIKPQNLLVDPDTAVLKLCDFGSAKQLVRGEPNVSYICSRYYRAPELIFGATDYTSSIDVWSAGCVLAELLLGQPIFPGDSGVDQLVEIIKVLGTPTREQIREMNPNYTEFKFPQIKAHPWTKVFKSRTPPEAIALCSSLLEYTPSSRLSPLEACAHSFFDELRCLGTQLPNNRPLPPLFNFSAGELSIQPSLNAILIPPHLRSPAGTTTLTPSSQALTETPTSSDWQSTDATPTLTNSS
KCNQ1 pot: potentiators or activators of KCNQ1 channel, primary screen, cell-based, thallium flux, high-throughput | 310,000 tested, 0.35% active | B-score at 10 µM | CHO-K1 KCNQ1, thallium flux FluxOR fluorescence; hits give high values | Potassium voltage-gated channel subfamily KQT member 1 (Homo sapiens), P51787;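 active means fluorescence ratio B-score, a plate-corrected score, at least three library SD, with initial intensity B-score within 5 SD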
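Medium – assay buffer, equal DMSO in all wells · Material – CHO-K1 cell line with stable KCNQ1 potassium channel expression · Signal – kinetic FluxOR thallium fluorescence, 10-s 1-Hz baseline, 110-s post-stimulus read · Compound – single concentration per compound, DMSO matched to controls · Schedule – 37 °C overnight plating, 90-min dark dye load, 20-min compound pretreatment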
PolyA inhibitor: polyadenylation inhibitors in yeast reporter cells, primary screen, luminescence, S. cerevisiae; calls only at 12 µM; AID 1875, 2009; S. cerevisiae SKY197-pL101 polyadenylation reporter, beta-gal luminescence; efflux-impaired pdr1/pdr3 knockout yeast; score 100 = 6 SD above DMSO; 300,000 tested, 0.02% active;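 active means lowest replicate activity score at least 50, where 100 means six control SD above control mean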;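 further: yeast exposed to compound for 9 h at 30 °C; higher score means more reporter readthrough which indicates perturbed polyadenylation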
KCNK9 block: KCNK9 potassium channel inhibitors, primary screen, HEK293 cells, thallium flux; FluxOR thallium flux fluorescence; hits give low values; B-score at 10 µM; 310,000 tested, 1.2% active; AID 488922, 2010;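 active means ratio B-score over 3 SD below the library mean, with starting fluorescence within 5 SD of its mean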;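 further: negative B-score means less thallium flux so channel inhibition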
RGS4 inh: RGS4 inhibitors, primary screen, cell-based, HEK293 M3R inducible RGS4, calcium flux; Regulator of G-protein signaling 4 (Homo sapiens), P49798; Fluo-4 calcium flux; hits give high values; triggered by carbachol at its EC20; B-score at 10 µM; 310,000 tested, 0.45% active;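 active means B-score, a plate-corrected calcium signal, over three deviations above library mean, with baseline fluorescence within five deviations of library mean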;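 further: RGS4 expression induced by doxycycline in cells with stable M3 receptor; B-score is computed from the integrated fluorescence ratio over baseline after carbachol; higher B-score means a larger calcium signal and so more RGS4 inhibition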
Target sequence (P49798 whole entry, looked up): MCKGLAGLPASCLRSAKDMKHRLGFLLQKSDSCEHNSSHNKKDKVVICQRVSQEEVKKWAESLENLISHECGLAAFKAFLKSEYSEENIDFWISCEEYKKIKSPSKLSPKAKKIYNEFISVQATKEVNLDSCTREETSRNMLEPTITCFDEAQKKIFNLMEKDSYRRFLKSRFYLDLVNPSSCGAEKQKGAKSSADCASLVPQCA
GSK3beta inhib: human GSK3beta kinase inhibitors, primary screen, biochemical, cell-free homogeneous, HTS | Glycogen synthase kinase-3 beta (Homo sapiens), P49841 | GST-GSK3beta kinase, ADP-Glo luminescence, 60 min; hits give low values | activity score (negative = inhibition), % at 10 µM | 300,000 tested, 0.038% active;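 active means more than half of replicate wells score below -50%, meaning over 50% inhibition versus plate controls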;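 further: 0% = median DMSO wells and -100% = median GW8510 positive control wells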
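Assay system: GST-fused GSK3beta enzyme, cell-free / Medium: Tris pH 7.5 buffer with MgCl2, DTT, BSA, heparin / Also added: peptide substrate plus 25 µM ATP (final) / Compound: 10 µM single point / Timing: kinase reaction with compound 60 min at room temperature / Detection: ADP-Glo luminescence / Benchmarks: DMSO neutral wells and GW8510 at 20 µM as positive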
* hit, by the source's call; i = inactive; . = not tested or not shown. This is a subset; rates above refer to the full screens.

Compound	RGS4 inh	KCNQ1 pot	KCNK3 inh	GSK3A inh	PolyA inhibitor	KCNQ1 block	DYRK1A inh	GSK3beta inhib	RGS4 act	KCNK9 block	hERG protect
O=C(CCn1nc(-c2ccc(Cl)cc2)ccc1=O)N1CCN(c2ccc(F)cc2)CC1	i	i	i	-5	i	i	.	3	i	i	-5
COCCCNC(=S)NNC(=O)c1csc2ccccc12	i	i	i	0	i	i	-1	2	i	i	-7
O=C(O)c1n[nH]nc1-c1ccccc1	i	i	i	-3	i	i	-2	2	i	i	-13
Cc1ccc(C)c(NC(=O)Cn2nnc(C(=O)NCc3cccs3)c2N)c1	i	i	i	2	i	i	2	-5	i	i	-9
COc1ccccc1/C=C/CN1CCSCC1	i	i	i	-2	i	i	0	-1	i	i	-3
COc1ccccc1CNC(=O)c1ccc2c(=O)n(CCCN3CCCC3=O)c(=S)[nH]c2c1	i	i	i	0	i	i	-1	1	i	i	-5
Cc1nnsc1C(=O)N1CCN(c2ccc(C#N)cn2)CC1	i	i	i	-1	.	i	-9	6	i	i	-4
CNS(=O)(=O)c1ccc(NC(=O)Nc2cccc(F)c2)cc1	i	i	i	-2	i	i	1	1	i	i	-14
CCOC(=O)C1CCCN(C(=S)Nc2cccc(Cl)c2C)C1 (stereo not drawn)	i	i	i	-4	i	i	9	1	i	i	-7
Cc1cc2c(C)nc(Cc3ccccc3)nc2o1	i	i	i	1	i	i	-1	2	i	i	-4
CN(c1cccc(NC(=O)CSc2ccc(Cl)cc2)c1)S(C)(=O)=O	i	i	i	-2	i	i	5	-1	i	i	-8
CNC(=O)c1cc(Nc2nnc(-c3ccc(C)c(S(N)(=O)=O)c3)c3ccccc23)ccc1OC	i	i	i	4	i	i	0	-2	i	i	-3
CCN(C(=O)c1cccc(F)c1)c1ccccc1C	i	i	i	1	i	i	-2	-2	i	i	-8
COC(=O)N/N=C/c1ccc(OCCSc2ccc(Cl)cc2)c(OC)c1	i	i	i	-4	i	i	-13	2	i	i	-2
O=C(CSc1nc2cc(Cl)ccc2s1)N1CCN(C(=O)c2ccco2)CC1	i	i	i	-1	i	i	1	-6	i	i	-19

Results in KCNK9 block, RGS4 act and KCNK3 inh, for three of the compounds above:
smiles	KCNK9 block	RGS4 act	KCNK3 inh
Cc1ccc(C)c(NC(=O)Cn2nnc(C(=O)NCc3cccs3)c2N)c1	i	i	i
COc1ccccc1/C=C/CN1CCSCC1	i	i	i
COc1ccccc1CNC(=O)c1ccc2c(=O)n(CCCN3CCCC3=O)c(=S)[nH]c2c1	i	i	i

Record cards, from the list above. Screens in order: RGS4 inh, KCNQ1 pot, KCNK3 inh, GSK3A inh, PolyA inhibitor, KCNQ1 block, DYRK1A inh, GSK3beta inhib, RGS4 act, KCNK9 block, hERG protect
CNC(=O)c1cc(Nc2nnc(-c3ccc(C)c(S(N)(=O)=O)c3)c3ccccc23)ccc1OC in the list: i, i, i, 4, i, i, 0, -2, i, i, -3
O=C(O)c1n[nH]nc1-c1ccccc1 in the list: i, i, i, -3, i, i, -2, 2, i, i, -13

Continued.
Compound	RGS4 inh	KCNQ1 pot	KCNK3 inh	GSK3A inh	PolyA inhibitor	KCNQ1 block	DYRK1A inh	GSK3beta inhib	RGS4 act	KCNK9 block	hERG protect
c1csc(CN2CCN(Cc3cccs3)C2c2cccs2)c1	i	i	i	1	.	i	-7	3	i	i	-3
Cc1cccc(OCC(=O)O/N=C(\N)c2ccc(Br)cc2)c1	i	i	i	5	i	i	.	-9	i	i	-12
CC(C)=NN1C(=O)c2ccccc2NC1(C)C	i	i	i	0	i	i	.	3	i	i	-4
CCCOc1ccc(/C=N/NC(=S)Nc2ccccc2[N+](=O)[O-])c(O)c1	i	i	.	-4	i	i	.	0	i	i	-3
CN1CC(c2ccccc2)Oc2ccccc2C1=S (stereo not drawn)	i	i	i	3	i	i	4	2	i	i	-8
O=C(NCCCc1ccc(F)cc1)C1CCC(=O)N(CC2CCCCC2)C1 (stereo not drawn)	i	i	i	0	i	i	4	4	i	i	-6
CCS(=O)(=O)c1ccc2oc(SCC(=O)NCc3ccccc3)nc2c1	i	i	i	-4	i	i	-6	2	-7.2*	i	-9
Cc1nc2c(cc(Oc3ccc(S(=O)(=O)N4CCOCC4)cn3)c3ccsc32)s1	i	i	i	0	i	i	5	-1	i	i	-4
O=S(=O)(c1ccc(Cl)cc1)N1CCC(O)(CN2CCN(Cc3ccccc3)CC2)CC1	i	i	i	4	i	i	1	-2	i	i	-10
COc1ccc(CCNC(=O)COC(=O)COc2ccc(Cl)cc2)cc1OC	i	i	i	-3	i	i	-4	-1	i	i	-11
NC1=NC(=O)C(CC(=O)Nc2ccc3c(c2)OCO3)S1 (stereo not drawn)	i	i	i	.	i	i	2	-1	i	i	-8
COc1ccc(/C=C/C(=O)NC(=S)NNC(=O)[C@H]2C[C@@H]2c2ccccc2)cc1OC	i	i	i	10	i	i	-2	-2	i	i	-9
COc1ccccc1NC(=O)c1ccccc1Oc1ccccc1	i	i	-8.8*	-1	i	i	-3	0	-9.2*	i	-8
COc1cc(OC)c(OC)cc1/C=C1\Oc2cc(OS(C)(=O)=O)ccc2C1=O	i	i	i	0	i	i	3	0	i	i	-7
COc1ccccc1NS(=O)(=O)c1ccc(N/N=C/C=C/c2ccccc2[N+](=O)[O-])c([N+](=O)[O-])c1	i	i	i	11	i	i	4	-4	i	i	-13
CCOc1ccc(NC(=O)CSc2ncnc3c2sc2ccccc23)cc1	i	i	i	-2	i	i	12	-1	i	i	-4
COc1ccc(OCc2nnc(SCC(=O)O)n2N)cc1	i	i	i	-3	i	i	2	-4	i	i	-12
CSc1ccc(/C=N/NC(=O)CNc2ccc3ccccc3c2)cc1	i	i	i	-4	i	i	-2	2	i	i	-1
COc1ccccc1/C=N/NC(=O)c1cccc(OC(F)(F)C(F)F)c1	i	i	i	-1	i	i	1	2	i	i	-5
Cc1nnc(SCc2ccccc2F)n1NCc1cccs1	i	i	i	0	i	i	-19	1	i	i	-12
N#Cc1cccc(C(c2nnnn2C2CCCC2)N2CCC(Cc3ccccc3)CC2)c1 (stereo not drawn)	i	i	-11*	-1	i	i	-1	-1	i	-12*	-16
CCc1ccc(-c2nc(C)c(CCO)c(=O)[nH]2)cc1	i	i	i	1	i	i	-4	0	i	i	-2
N[C@@H](CO)c1cn([C@@H](Cc2cc3ccccc3[nH]2)C(=O)N2CCNCC2)nn1	i	i	i	1	i	i	48	-5	i	i	-3
CCc1ccc2n(-c3ccc(OC)cc3)c([S-])c(C(=O)Nc3cc(C)cc(C)c3)[n+]2c1	i	i	i	-2	i	i	-2	2	i	i	-10
COc1ccccc1Nc1nnc(C)c(=O)[nH]1	i	i	i	-1	i	i	-2	1	i	i	-13
COc1ccccc1-n1c(CCC(=O)O)ccc1-c1ccccc1	i	i	i	-5	i	i	3	0	i	i	-7
CCCN(CCC)S(=O)(=O)c1ccc(C(=O)Nc2nnc(COC)o2)cc1	i	i	i	-3	i	i	2	2	i	i	-8
Cc1cccc(NC(=S)N2CCCCCC2)c1	i	i	i	-3	i	i	1	4	i	i	-8
Cn1c(=O)[nH]c(=O)c2c1nc(N1CCN(C(c3ccccc3)c3ccccc3)CC1)n2CCO	i	i	i	1	i	i	1	-23	i	i	-7
CN(C)c1ccc(/C=C(\C#N)c2ccccn2)cc1	i	i	i	2	i	i	0	-4	i	i	-9
CC(=O)c1cc(NC(=O)c2ccccc2)c(=O)oc1/C=C/N(C)C	i	i	i	0	i	i	1	2	i	i	-30
COCCn1c(=S)[nH]c2cc(C(=O)N3CCN(c4cccc(Cl)c4)CC3)ccc2c1=O	i	i	i	0	i	i	.	-1	i	i	-9
COc1ccccc1N1CCN(C(=O)CN(Cc2ccc(Cl)cc2)S(C)(=O)=O)CC1	i	i	i	-3	i	i	1	-1	i	i	-4
Cc1nn(CC(=O)Nc2ccc3c(c2)oc2ccccc23)c(=O)c2ccccc12	i	i	i	0	i	i	0	3	i	i	-8
O=C(COC(=O)CNC(=O)c1ccc(Cl)cc1Cl)NCC1CCCO1 (stereo not drawn)	i	i	i	-1	i	i	-10	4	i	i	-8
COC(=O)CNC(=O)CCC(=O)N1CCN(C(c2ccccc2)c2ccccc2)CC1	i	i	i	-2	i	i	7	1	i	i	-13
Cc1ccc(/C=C2\SC(=S)N(CCCC(=O)Nc3cc(C)on3)C2=O)cc1	i	i	i	-2	i	i	3	3	i	i	-12
COc1ccc(CN2CCNC(=O)C2CC(=O)NCCCn2cccn2)c(OC)c1 (stereo not drawn)	i	i	i	-2	i	i	0	4	i	i	-7
CC1CCCN(C(=O)CSc2nnc(-c3cccs3)o2)C1 (stereo not drawn)	i	i	i	-1	i	i	0	0	i	i	-12
COc1ccc(-c2nnc(-c3ccccc3)o2)cc1OC	i	i	i	-1	i	i	11	0	i	i	-13
NCc1c(O)ccc2ccccc12	i	i	.	-1	i	i	.	0	i	i	-10
Cc1ccc(C(=O)NNC(=O)c2nn(-c3ccc(F)cc3)ccc2=O)cc1	i	i	i	0	i	i	.	0	i	i	-9
O=C(CSc1ccc2ccccc2c1)Nc1ccncc1	i	i	i	-3	i	7*	5	0	i	i	-10

Source: PubChem
